Bioassay records from PubChem.
SRC3 inh – inhibits human SRC3 coactivator; HEK293 GAL4-SRC3 luciferase reporter, luminescence; 360,000 tested, 0.17% active; inhibition, % at 3.6 µM;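 active means inhibition above a per-campaign cutoff, the mean of all compounds plus 3 SD, cut at about 60% in these data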;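 further: 0% = DMSO-treated cells and 100% = gossypol-treated cells at 36 µM; higher means less SRC3-driven luciferase light from the GAL4 reporter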
NR5A2 inv ag – NR5A2 inverse agonism in reporter assay; 360,000 tested, 0.13% active; AID 602396; HEK293T StAR-luciferase reporter, LRH-1 transfected, 24 h; inhibition, % at 3.6 µM;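 active means inhibition above the mean inhibition of all tested compounds plus 3 SD, cut at about 73% in these data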;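 further: 0% = DMSO wells and 100% = reporter-only cells lacking LRH-1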
TWEAK-Fn14 inh – TWEAK-Fn14 signaling inhibition. TWEAK-stimulated Fn14 reporter cells, luciferase luminescence, 8 h. AID 1159606. 360,000 tested, 2% active. inhibition, % at 10 µM; in the data active means inhibition above about 50%
Shn3 inh set2 – inhibitors of Schnurri-3 3'UTR reporter in osteoblasts. Clone20 osteoblast Shn3 3'UTR firefly luciferase, 24 h. inhibition, % at 12.5 µM. 360,000 tested, 0.52% active;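 active means mean inhibition of at least 75% with every replicate also reaching 75%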;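 further: 0% = median of neutral control wells and 100% = pilot-screen positive control compound; some compounds past the cut are filed as inactive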
LMP1 NFkB inh – inhibitors of Epstein-Barr LMP1-induced NF-kappaB reporter. LMP1-induced NF-kappaB luciferase reporter cells, luminescence. inhibition, % at 12.5 µM. 350,000 tested, 0.69% active. AID 504558; in the data active means inhibition above about 41%;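 further: 0% = neutral control wells and 100% = reference inhibitor control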
NR2F2 inh – inhibitors of human COUP-TFII (NR2F2) | AID 686940 | inhibition, % at 8.6 µM | 370,000 tested, 0.7% active | P24468 | HEK293T NGFI-A luciferase reporter, luminescence;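 active means inhibition above a per-plate cutoff, mean inhibition of test wells between control levels plus 3 SD, cut at about 38% in these data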;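 further: cells cotransfected with COUP-TFII expression vector driving the NGFI-A reporter; 0% = median of COUP-TF2 test wells and 100% = reporter-only cells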
KKLEB cytotox – CF airway cell cytotoxicity counter-screen | KKLEB CF airway cells viability, ATPlite luminescence, overnight; hits give low values; cells stimulated with P. aeruginosa culture filtrate | activity change (cytotoxicity), % at 5 µM | 360,000 tested, 0.36% active | AID 602141;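 active means corrected activity change at or below -50% at 5 µM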
CF NFkB inh – blocks PAF-induced NF-kB reporter in cystic fibrosis cells; KKLEB NF-kB-GFP reporter, GFP fluorescence overnight; inhibition, % at 5 µM; 360,000 tested, 0.86% active;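 active means at least 50% inhibition at 5 µM, scaled per plate between neutral and stimulator controls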;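 further: PAF is a Pseudomonas aeruginosa culture filtrate used as stimulus; plate controls were PAF-stimulated DMSO wells for no effect and unstimulated DMSO wells for full effect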
NCOA1 inh – human NCOA1 inhibition | Q15788 | HEK293 GAL4-SRC1 luciferase reporter, luminescence | inhibition, % at 3.6 µM | 360,000 tested, 0.12% active | AID 588354;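 active means inhibition above the campaign mean plus 3 SD, with each screening campaign given its own cutoff, cut at about 60% in these data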;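 further: 0% = DMSO treated cells and 100% = gossypol at 36 µM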
Target sequence (Q15788 whole entry, looked up, the tested form may be a part): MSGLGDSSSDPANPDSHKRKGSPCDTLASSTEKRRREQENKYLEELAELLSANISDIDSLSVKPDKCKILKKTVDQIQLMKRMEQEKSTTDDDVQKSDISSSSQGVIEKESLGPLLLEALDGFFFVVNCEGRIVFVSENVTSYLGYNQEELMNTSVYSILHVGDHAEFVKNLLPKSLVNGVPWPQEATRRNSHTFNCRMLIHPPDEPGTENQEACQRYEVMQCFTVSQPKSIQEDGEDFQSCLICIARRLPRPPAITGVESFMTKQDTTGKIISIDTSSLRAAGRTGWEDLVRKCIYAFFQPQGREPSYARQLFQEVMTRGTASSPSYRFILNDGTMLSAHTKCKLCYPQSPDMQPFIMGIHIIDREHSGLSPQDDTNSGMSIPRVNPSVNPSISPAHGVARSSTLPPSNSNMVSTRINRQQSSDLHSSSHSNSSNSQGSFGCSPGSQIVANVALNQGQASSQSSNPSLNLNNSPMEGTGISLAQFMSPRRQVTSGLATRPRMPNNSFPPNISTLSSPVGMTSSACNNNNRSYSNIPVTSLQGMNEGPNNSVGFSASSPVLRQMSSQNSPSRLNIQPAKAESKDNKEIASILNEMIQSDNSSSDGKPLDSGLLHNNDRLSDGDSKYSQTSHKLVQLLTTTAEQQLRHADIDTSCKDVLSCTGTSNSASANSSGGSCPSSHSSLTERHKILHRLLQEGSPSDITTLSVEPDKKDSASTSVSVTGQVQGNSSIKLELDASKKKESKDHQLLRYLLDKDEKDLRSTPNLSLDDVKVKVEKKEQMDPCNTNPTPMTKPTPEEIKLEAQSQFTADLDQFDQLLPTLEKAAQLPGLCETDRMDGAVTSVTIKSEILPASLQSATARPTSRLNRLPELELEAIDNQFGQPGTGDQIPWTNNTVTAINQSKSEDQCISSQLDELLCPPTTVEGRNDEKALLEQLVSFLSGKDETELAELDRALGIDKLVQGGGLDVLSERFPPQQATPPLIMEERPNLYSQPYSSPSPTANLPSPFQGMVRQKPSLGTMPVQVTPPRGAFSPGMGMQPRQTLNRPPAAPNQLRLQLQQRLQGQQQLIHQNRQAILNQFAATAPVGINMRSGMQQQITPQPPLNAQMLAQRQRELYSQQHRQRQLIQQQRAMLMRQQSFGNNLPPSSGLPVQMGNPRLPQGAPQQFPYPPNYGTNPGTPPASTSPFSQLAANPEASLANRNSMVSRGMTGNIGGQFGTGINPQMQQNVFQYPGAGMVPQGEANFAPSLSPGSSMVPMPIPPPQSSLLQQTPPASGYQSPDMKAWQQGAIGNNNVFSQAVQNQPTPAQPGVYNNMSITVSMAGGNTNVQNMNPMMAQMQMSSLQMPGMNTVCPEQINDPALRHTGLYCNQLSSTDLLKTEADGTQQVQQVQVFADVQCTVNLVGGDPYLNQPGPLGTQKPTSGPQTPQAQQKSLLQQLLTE
TROY signal inh – blocks TROY-dependent signaling in reporter cells; Q293 LMP1-TROYcd NF-kB luciferase reporter, 4 h; inhibition, % at 10 µM; 360,000 tested, 0.98% active;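 active means compounds whose plate-normalised and pattern-corrected inhibition of the luciferase reporter signal at the single screening dose is 50% or more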
TRAIL sens C8 – sensitizes caspase-8 expressing cells to TRAIL; NB7+C8 cells + TRAIL, ATPlite viability luminescence; inhibition (viability loss, TRAIL sensitization), % at 10 µM; 360,000 tested, 1% active; AID 624354;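 active means compounds causing at least 50% loss of cell viability in the single-dose screen, relative to plate controls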
An asterisk follows results filed as active; . = not tested or not shown; & = joins results of further samples.

SMILES | SRC3 inh | NR5A2 inv ag | TWEAK-Fn14 inh | Shn3 inh set2 | LMP1 NFkB inh | NR2F2 inh | KKLEB cytotox | CF NFkB inh | NCOA1 inh | TROY signal inh | TRAIL sens C8
COc1ccccc1C(=O)NCCC(=O)N1CCN(c2cccc(C(F)(F)F)c2)CC1 | -8 | -29 | -6 | 8 | 5 | -6 | -14 | 15 | -5 | 2 | -2
CCOC(=O)CNC(=O)C1Cc2ccccc2CN1S(=O)(=O)c1cccs1 (stereo not drawn) | 21 | -13 | 7 | -4 | -7 | 17 | 20 | -6 | -15 | 21 | -3
COCc1cc(C)nc(SCC(=O)Nc2ccccc2C)c1C#N | -20 | -7 | 14 | -8 | 1 | 0 | 4 | -3 | 2 | -6 | -2
COc1ccc(S(=O)(=O)N2CCc3ccccc32)cc1C(=O)OCC(=O)c1c(N)n(C)c(=O)n(C)c1=O | 7 | 2 | -7 | 10 | 5 | 5 | -3 | 16 | -12 | 8 | -10
CCOC(=O)CC1(C)SC(NC(C)=O)=NN1C(C)=O (stereo not drawn) | 6 | -19 | -9 | 23 | 4 | 7 | 8 | -13 | -6 | 3 | 10
O=C(CCn1nnnc1CN1CCOCC1)N1CCC(c2cccc(Cl)c2)C1 (stereo not drawn) | 2 | -9 | -93 | -1 | -4 | 2 | 9 | -15 | -4 | 8 | -6
C=CCc1c(C)nc(SCc2ccccc2)[nH]c1=O | -19 | -1 | -2 | 3 | -7 | 15 | 11 | -10 | -15 | -38 | -5
CC1CC(Nc2ccccc2)=CC(=O)O1 (stereo not drawn) | 3 | 11 | -5 | -21 | 1 | 0 | 2 | 14 | -18 | -1 | -4
COc1ccc(C(=O)C2CCCN(Cc3cc(C)c(O)c(C)c3)C2)c(OC)c1 (stereo not drawn) | 7 | 2 | -5 | 7 | 9 | 3 | -11 | -2 | 1 | -4 | 10
COc1ccc(N2CCN(S(=O)(=O)CCNC(=O)C(C)Oc3ccccc3)CC2)cc1 (stereo not drawn) | -12 | 5 | -4 | 3 | -15 | 4 | 7 | -11 | -17 | -9 | 6
COc1ccc(S(=O)(=O)n2ccnc2)c2cccnc12 | -3 | 21 | 3 | 11 | -7 | -10 | 5 | -16 | 18 | 8 | -3
CC(=O)c1ccc(N2CCN(c3ccc(C(N)=O)cc3[N+](=O)[O-])CC2)cc1 | 5 | -15 | 18 | 65 | -4 | 7 | 12 | -16 | 17 | 24 | -4
NNC(=O)[C@H]1C[C@@H]1c1ccccc1 | 18 | 2 | -9 | -4 | 2 | 8 | -4 | 15 | 1 | -28 | 4
O=C(COC(=O)CCC(=O)c1cccs1)NC1CC1 | 10 | -3 | 15 | -19 | 4 | 4 | 3 | 4 | 12 | 2 | -6
Cc1ccc(C)c(NC(=S)NNc2ccc(F)cc2F)c1 | -8 | 10 | -7 | 2 | -9 | 16 | 9 | -7 | 0 | -12 | 6
Oc1c(Cl)cc(Cl)cc1CNc1nc2ccccc2[nH]1 | -6 | 0 | -14 | -22 | 1 | -10 | -9 | 12 | 12 | 18 | -16
O=S(=O)(Nc1cccnc1)c1cc(Cl)ccc1Cl | 11 | -10 | -1 | 19 | -12 | 1 | 2 | -4 | -4 | 12 | -26
CCOC(=O)CSc1nc(C)nc2c1sc1nc(C)c(C(C)=O)c(-c3ccc(OC)cc3)c12 | 13 | 2 | -32 | -49 | 4 | -2 | -11 | 21 | -3 | -22 | 4
Cc1cc(-n2cnnn2)ccc1C(C)C | 8 | -5 | 5 | -1 | 5 | -18 | -12 | 6 | -13 | -18 | 5
Oc1ccc(-c2nc(-c3ccc(F)cc3)c(-c3ccncc3)[nH]2)cc1 | 29 | 20 | 4 | 49 | 36 | -24 | 25 | 12 | 23 | 24 | 6
CCOC(=O)C1CCCN(C(=O)c2cccnc2Oc2ccccc2)CC1 (stereo not drawn) | 12 | -1 | 5 | 16 | . | -3 | 6 | -16 | 3 | 3 | -2
COc1ccc2c(COC(=O)c3n[nH]c4ccccc34)cc(=O)oc2c1 | -137 | -53 | -15 | -42 | -30 | -15 | -7 | -23 | -127 | -11 | 27
O=C1C=C(NC(=O)Nc2ccc(Cl)c(Cl)c2)CCC1 | -33 | -4 | -11 | -40 | -6 | -14 | 2 | 24 | -13 | 0 | 16
O=C(CCc1ccc(S(=O)(=O)NCCc2ccccc2)cc1)NCc1ccc2c(c1)OCO2 | 8 | 1 | 2 | 16 | 13 | 12 | 9 | -2 | 20 | 9 | -2

Compound profiles, from the list above:
Listed for `O=S(=O)(Nc1cccnc1)c1cc(Cl)ccc1Cl` → SRC3 inh = 11; NR5A2 inv ag = -10; TWEAK-Fn14 inh = -1; Shn3 inh set2 = 19; LMP1 NFkB inh = -12; NR2F2 inh = 1; KKLEB cytotox = 2; CF NFkB inh = -4; NCOA1 inh = -4; TROY signal inh = 12; TRAIL sens C8 = -26
Listed for `Oc1ccc(-c2nc(-c3ccc(F)cc3)c(-c3ccncc3)[nH]2)cc1` → SRC3 inh = 29; NR5A2 inv ag = 20; TWEAK-Fn14 inh = 4; Shn3 inh set2 = 49; LMP1 NFkB inh = 36; NR2F2 inh = -24; KKLEB cytotox = 25; CF NFkB inh = 12; NCOA1 inh = 23; TROY signal inh = 24; TRAIL sens C8 = 6

Following part.
SMILES | SRC3 inh | NR5A2 inv ag | TWEAK-Fn14 inh | Shn3 inh set2 | LMP1 NFkB inh | NR2F2 inh | KKLEB cytotox | CF NFkB inh | NCOA1 inh | TROY signal inh | TRAIL sens C8
CCOc1ccccc1NC(=O)C(OC(=O)c1ccccc1)c1ccccc1 (stereo not drawn) | 13 | -5 | 15 | 37 | 3 | -15 | -3 | 6 | -27 | -15 | 0
COc1ccc(-c2[nH]ncc2/C=N/NC(=O)c2cccc([N+](=O)[O-])c2)cc1OC | 0 | 4 | -8 | -18 | 4 | -15 | -4 | 2 | 9 | 8 | 0
COc1ccc(CC(=O)Nc2ccc(S(=O)(=O)Nc3onc(C)c3C)cc2)cc1OC | 7 | 1 | 4 | 1 | -4 | 4 | -5 | -8 | -4 | 6 | -7
Cc1ccc(-c2csc3ncnc(N4CCN(C(=O)c5ccco5)CC4)c23)cc1 | -5 | -15 | 11 | 2 | 0 | 5 | -6 | 22 | -5 | 5 | -5
CN(C)c1ccc2c(=O)[nH][nH]c(=O)c2c1 | 11 | 0 | -6 | 6 | -1 | 12 | 6 | 9 | -1 | 8 | 12
C=CCOc1ccc(/C=C/C(C)=N\O)cc1 | -82 | -81 | 10 | -90 | -28 | -29 | 6 | 3 | -137 | -48 | 61*
CC(=O)Nc1cc2c(cc1[N+](=O)[O-])-c1ccccc1C2=NO | -22 | -19 | -9 | -25 | 0 | -11 | 18 | -24 | -7 | -25 | -6
CCOC(=O)c1cc(-c2nnc(-c3ccc(Cl)cc3)o2)c(C)nc1C | 2 | -6 | -3 | -12 | 4 | 19 | 2 | -14 | -10 | 0 | -1
Cc1c(C(=O)N/N=C/C(C)C)[nH]c2c([N+](=O)[O-])cccc12 | 14 | 8 | 5 | -4 | -1 | -4 | 9 | -14 | 7 | 24 | -6
O=C(c1cccc(C(F)(F)F)c1)C1CCCN(C(=O)CN2CCCC2=O)C1 (stereo not drawn) | 4 | 18 | -4 | 2 | -8 | -10 | -2 | -5 | -25 | -2 | -6
Cc1cccc(NC(=O)c2nc[nH]c2C(=O)N[C@@H](Cc2ccccc2)C(=O)OC(C)(C)C)c1 | 10 | 10 | -19 | 37 | -17 | -1 | -21 | 13 | -4 | -3 | 21
CN(C)CCCn1c(SCC(=O)N2CC(=O)Nc3ccccc32)nc2ccccc2c1=O | 7 | -3 | -12 | -14 | -4 | -1 | 1 | 10 | -3 | 6 | -7
COCCc1nnc(NC(=O)C23CC4CC(CC(C4)C2)C3)s1 | 1 | 2 | 8 | -6 | -9 | -4 | 11 | 6 | -86 | -5 | 2
O=C(Nc1cc(C(F)(F)F)cc(C(F)(F)F)c1)O[C@@H]1c2ccccc2[C@@H]2Cc3csc[n+]3[C@H]12 | . | 46 | 34 | . | . | 6 | . | . | . | 6 | -10
c1ccc(CNc2ncnc3nc[nH]c23)nc1 | -6 | -1 | -7 | -2 | -16 | -2 | 8 | -4 | -6 | -18 | 5
N#CNC(=Nc1ccc(Cl)cc1)Oc1ccccc1 | 1 | 9 | -10 | 1 | -17 | -6 | -5 | 13 | 15 | 13 | -10
COc1ccc(S(=O)(=O)Cc2ccc(C(=O)N3CCN(c4ccccc4)CC3)o2)cc1 | 12 | 7 | -1 | 6 | 1 | -3 | -3 | -8 | -17 | -13 | -1
C[C@H](NC(=O)c1ccccc1Cl)C(=O)NCc1cccs1 | 19 | -4 | 3 | 17 | 1 | 12 | 14 | 9 | -9 | -13 | -4
CCc1cc(=O)oc2cc(C)c(CN3CCCC(C)C3)c(O)c12 (stereo not drawn) | -2 | -21 | 36 | 4&0 | 19 | 13 | 28 | -12 | 1 | -9 | -10
CCc1cccc(NC2c3ccccc3C(=O)N2c2ccc(C)cn2)c1 (stereo not drawn) | -57 | -129 | 17 | -65 | -1 | -30 | -13 | 18 | -65 | -6 | 8
Cc1cc(-n2c(SCC(=O)NCCC3=CCCCC3)nc3n[nH]c(C)c3c2=N)ccc1Cl | -2 | 2 | -28 | 65 | 7 | -19 | -8 | 22 | 4 | 2 | 27
CCc1nnc(NC(=O)c2oc3cc(C)c(C)cc3c2C)s1 | 16 | -8 | -35 | -22 | -25 | 15 | 5 | -4 | 6 | -24 | -5
CCOC(CNC(=O)CCc1c(C)nc2ncnn2c1C)OCC | 12 | -3 | -29 | -18 | 9 | -7 | -4 | -1 | -3 | 13 | -10
O=C(/C=C/c1ccc2c(c1)OCO2)c1cccnc1 | -3 | -2 | -20 | -6 | 5 | -31 | 5 | -12 | -10 | -17 | 3
CCN(c1ccccc1)c1nc2nonc2nc1NCCO | 26 | -5 | 3 | -9 | 0 | 1 | -1 | 8 | 8 | 2 | -15
CCNC(=S)Nc1ccc(Cc2ccncc2)cc1 | 18 | 2 | -2 | 14 | -4 | -1 | 2 | 8 | 9 | -6 | 4
CC(CCc1ccccc1)NS(=O)(=O)c1ccc(Cl)c(C(=O)O)c1 (stereo not drawn) | 5 | 13 | -4 | 3 | 3 | -1 | 3 | -3 | -5 | 14 | -29
Nc1ncnc2c1ncn2[C@@H]1O[C@H](CNS(=O)(=O)c2cc(S(=O)(=O)c3ccccc3)cs2)[C@@H](O)[C@H]1O | 5 | 16 | -4 | -19 | -4 | -1 | -10 | 7 | 10 | -2 | -16
Cc1cc(C(=O)COC(=O)c2ccc(N)c([N+](=O)[O-])c2)c(C)n1Cc1ccc2c(c1)OCO2 | 11 | -6 | 37 | -59 | -6 | 5 | -12 | 21 | -7 | -9 | 0
O=C(O)C1CCCCN1S(=O)(=O)c1ccc2ccccc2c1 (stereo not drawn) | 1 | -2 | 5 | 7 | 6 | -23 | 0 | 1 | -13 | 10 | -8
CCNC(=S)N1CCN(CC(=O)Nc2ccc(OC)cc2)CC1 | -3 | 4 | 8 | 3 | -4 | 1 | 2 | -6 | 1 | 7 | -1
O=C(NNC(=O)c1nn(-c2ccc(F)cc2)ccc1=O)c1ccccc1Cl | 5 | -12 | 14 | . | -14 | 3 | 3 | 0 | -1 | 12 | -18

A portion of the library; the hit share may differ from the screen's.
